# XiGFP reactiv: reactivates the inactive X chromosome in mouse fibroblasts | 360,000 tested, 0.055% active | activation, % at 7.58 µM | XiGFP mouse fibroblasts, % GFP-positive cells imaging, 3 d; cells co-treated with 5-aza-dC sensitizer; scaled so ellipticine positive control = 100%;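 active = mean normalized replicate activation at least 10% and every replicate at or above 10%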;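 also: 0% = median of on-plate neutral control wells and 100% = ellipticine 6 µM median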
#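 Material: SV40-immortalized XiGFP fibroblast cells, line 68-5-11 | Buffer or medium: DMEM containing 5-aza-dC | Dosing: One concentration, pinned | Times: 3 d treatment, 15 min room-temperature fixation | Controls: Ellipticine 6 µM positive control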
# DENV2 CPE: DENV2-induced cell death inhibition; AID 651640; 350,000 tested, 1.7% active; DENV2-infected cells, cytopathic effect rescue, plate reader; CPE inhibition, % at 9.99 µM; in the data active = CPE inhibition above about 20%, passing the limit was not always enough; tested in BHK-21 cells;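 also: 0% = median of neutral control wells and 100% = median of positive control wells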
# ARNT TACC3 PPI: disrupts binding between human ARNT and TACC3; 390,000 tested, 0.66% active; inhibition, % at 9.99 µM; AlphaScreen His-ARNT PAS-B/GST-TACC3 binding, luminescence; TACC3 fragment carries E629A point mutation; Q9Y6A5; AID 623870;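 active = mean inhibition of replicates at least 50% and at least half of replicates each reaching 50%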;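 also: 0% = complete ARNT plus TACC3 wells and 100% = ARNT alone without TACC3; many hits fall short of the cut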
# INS-1E GSIS act: GLuc luminescence reporter in INS-1E cells, primary screen for activators of glucose-dependent secretion of insulin; INS-1E GLuc reporter insulin secretion, 2-3 h; activation, % at 16.6 µM; 370,000 tested, 0.61% active; AID 743287;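 active = lowest replicate activation of at least 40%, so every replicate reaches that level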;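 also: 0% = median of neutral control wells and 100% = median of IBMX positive control wells; some compounds called inactive have numbers as strong as hits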
# PAX8 reporter: lowers PAX8-driven luciferase in RMG-I cells. 360,000 tested, 1.2% active. RMG-I TPO-luciferase reporter, SteadyGlo, 24 h. inhibition, % at 12.6 µM. AID 652154;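 active = mean replicate inhibition at least 60% with every replicate also reaching 60%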;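 also: luciferase light reporting Pax8 driven TPO promoter activity; plate controls were median of neutral control wells for no effect and mitoxantrone controls for full effect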
# EWS-Fli inh: inhibitors of EWS/Fli oncoprotein transcriptional activity; 350,000 tested, 0.67% active; AID 651661; A673 NR0B1-luciferase reporter, viability-normalised; inhibition, % at 12.6 µM;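 active = mean inhibition of at least 50% after viability correction, with every replicate also passing that limit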;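 also: firefly luciferase signal divided by Alamar Blue viability fluorescence both relative to DMSO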
# ERp5 block: blocks human ERp5 reductase activity on insulin. AID 651711. 350,000 tested, 0.05% active. ERp5 insulin aggregation, absorbance 650 nm, 90 min. inhibition, % at 9.99 µM. Q15084;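 active = mean replicate inhibition above about 25%, with every replicate also reaching it, limit read from the data, passing the limit was not always enough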
# Target sequence (Q15084 whole entry, looked up): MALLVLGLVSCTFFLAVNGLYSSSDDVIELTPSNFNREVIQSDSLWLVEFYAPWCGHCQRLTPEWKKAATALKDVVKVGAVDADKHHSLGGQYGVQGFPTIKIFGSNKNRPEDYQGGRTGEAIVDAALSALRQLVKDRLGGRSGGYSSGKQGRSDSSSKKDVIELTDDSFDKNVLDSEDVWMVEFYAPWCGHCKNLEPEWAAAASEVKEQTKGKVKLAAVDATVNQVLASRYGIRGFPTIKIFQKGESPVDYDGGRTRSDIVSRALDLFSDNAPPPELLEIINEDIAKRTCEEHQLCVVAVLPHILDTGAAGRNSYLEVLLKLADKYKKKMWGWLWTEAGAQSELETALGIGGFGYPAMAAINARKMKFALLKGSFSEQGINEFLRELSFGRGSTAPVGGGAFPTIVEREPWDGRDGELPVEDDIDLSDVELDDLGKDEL
# F508del corr: CFTR F508del correction in bronchial cells; CFBE cells, YFP halide quenching; stimulated with forskolin plus potentiator P3; % fluorescence drop versus neutral controls; activity (quench increase), % at 7.58 µM; 350,000 tested, 0.36% active;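 active = mean added fluorescence quench of at least 8% versus neutral control, with both replicates also reaching 8%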;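 also: cells transiently co-express mutant CFTR-F508del with the halide-sensitive YFP; corrector assay measuring rescue of mutant channel to the surface after 24 h compound exposure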
# * hit, by the source's call; nt = no result given.
SMILES,XiGFP reactiv,DENV2 CPE,ARNT TACC3 PPI,INS-1E GSIS act,PAX8 reporter,EWS-Fli inh,ERp5 block,F508del corr
C/C=C/c1ccc([C@@H]2[C@@H](CO)N(C(=O)c3ccccc3)C23CN(C(C)=O)C3)cc1,0.0,70.8*,nt,-1.4,2.1,-2.8,-2.7,-2.5
CCCC#Cc1ccc([C@H]2[C@H]3CN(C(=O)Nc4cccc(F)c4)CC(=O)N3[C@H]2CO)cc1,0.0,-2.5,nt,-20.8,9.5,-6.9,0.6,3.8
Cc1cc(NC(=O)CCC(=O)N(Cc2ccccc2)C(C(=O)NC2CCCC2)c2ccco2)no1 (stereo not drawn),nt,-1.5,24.9,-4.1,2.2,6.7,5.4,2.1
C[C@H]1CN([C@@H](C)CO)C(=O)c2cc(C#CC3(O)CCCC3)cnc2O[C@@H]1CN(C)C(=O)Cc1cccnc1,-1.3,-1.4,3.6,21.4,-14.6,-4.6,3.2,-5.0
O=C(C1CC(=O)N(c2ccc3c(c2)OCCO3)C1)N1CCCC(C(F)(F)F)C1 (stereo not drawn),0.3,-4.7,1.0,5.5,-6.5,-4.0,0.8,-0.4
CO[C@@H]1CN(C)C(=O)c2ccc(NC(=O)Nc3c(C)noc3C)cc2OC[C@H](C)N(C)C[C@H]1C,0.0,-0.5,3.4,16.4,nt,-3.0,1.0,0.3
CCN1C(=O)/C(=C2\SC(=S)N(NC(=O)c3cccnc3)C2=O)c2ccccc21,-0.1,-3.1,-3.3,-38.8,5.5,16.0,0.4,-0.3
CN(/N=C/c1cc(Cl)ccc1O)C1=NS(=O)(=O)c2ccccc21,0.0,-3.9,6.9,13.3,-14.1,8.3,2.0,-5.5
O=C(NCCC1=CCCCC1)C1CCN(C(=O)Cc2ccccc2)CC1,0.0,4.2,-4.7,1.2,7.7,1.2,3.9,-1.3
O=C(c1ccc(F)cc1)N1CC(=O)N2[C@H](C1)[C@@H](c1ccc(-c3cccnc3)cc1)[C@@H]2CO,0.3,1.6,nt,3.0,16.2,7.7,-4.6,5.2
CCOc1ccc(NC(=O)CCCCCN2C(=O)[C@@H]3Cc4ccccc4CN3C2=O)cc1,0.0,-6.1,3.1,-12.6,6.2,nt,2.6,1.0
CCOC(=O)N1CCN(Cc2cn[nH]c2-c2ccc(-c3ccccc3)cc2)CC1,0.0,-1.2,1.8,5.4,-13.4,-19.7,0.2,0.2
O=[N+]([O-])c1cccc(-c2ccc(CN3CCN(c4ccccc4)CC3)o2)c1,0.2,8.2,0.6,nt,9.4,8.3,0.8,0.7
C#CCOCCOCCOCCNc1nc(N2CCN(C(=O)CCCCCCCCCCNC(=O)[C@@H]([C@H](C)O)n3cc(C)nn3)CC2)nc(N2CCN(C(=O)CCCCCCCCCCNC(=O)[C@@H]([C@H](C)O)n3cc(C)nn3)CC2)n1,0.4,nt,nt,-16.8,-3.5,17.4,0.4,0.5
Cc1cc(O)cc(=O)n1-c1cccc(Br)c1,0.1,-0.8,nt,-5.4,2.6,1.2,2.0,-0.3
CN(CC(=O)Nc1ccccc1Br)C(=O)c1cccc(S(=O)(=O)NCc2ccccc2)c1,0.0,3.2,-1.2,-10.7,13.2,5.3,-2.6,-1.7
CC(C)(C)c1ccc(C(=O)Nc2ccc(F)cc2)s1,0.0,14.2,-2.2,nt,-100.2,-111.0,2.8,-0.2
CC(OC(=O)C1CCC(=O)N1)C(=O)Nc1cc(Cl)cc(Cl)c1 (stereo not drawn),-0.1,nt,-4.6,-5.0,10.4,nt,nt,nt
CCn1c(=O)c2cc(C(=O)Nc3cccc(C(C)=O)c3)sc2c2ccccc21,0.1,1.4,1.0,-1.3,15.0,21.3,2.4,-3.6
Cc1ccc(/C=C/C(=O)Nc2cccc3ncccc23)o1,nt,1.0,-0.4,-18.2,nt,3.5,-0.2,0.4
COc1ccccc1CCC(=O)Nc1ccc2c(c1)CN(CCCn1cccn1)CC2,0.0,5.5,6.9,24.0,0.0,4.6,2.3,1.0
C[C@H](CO)N1C[C@H](C)[C@@H](CN(C)C)Oc2cc(C3=CCCCC3)ccc2S1(=O)=O,-0.1,nt,nt,-2.7,nt,17.5,nt,-3.6
CC(C)NC(=O)N(C)C[C@H]1Oc2cc(-c3ccncc3)ccc2S(=O)(=O)N([C@H](C)CO)C[C@H]1C,-0.3,-11.7,-2.2,11.0,nt,0.7,-1.9,2.0
COc1cccc(C(=O)Nc2ccc3c(c2)OC[C@H](C)N(C(C)=O)C[C@H](C)[C@H](OC)CN(C)C3=O)c1,-0.4,-5.7,5.1,-12.2,6.3,-1.1,-1.6,-2.3
COc1cccc(NC(=O)c2sc(Cl)nc2C)c1,0.0,-2.6,2.3,38.7,-34.2,-15.4,-3.7,1.8
Cc1cccc(S(=O)(=O)N[C@H]2CC[C@@H](CCNC(=O)c3cnccn3)O[C@H]2CO)c1,-0.5,-3.8,-0.8,7.4,10.8,8.9,-4.3,0.0
CC(NS(=O)(=O)c1ccccc1)C(=O)Nc1ccc2c(c1)OCCO2 (stereo not drawn),-0.1,-2.2,-3.2,7.6,-9.4,nt,-4.6,0.3
CC(C)c1cn(CC[C@H]2CC[C@H](NC(=O)C3CCOCC3)[C@@H](CO)O2)nn1,-0.7,-3.2,nt,5.6,-4.7,nt,0.9,-1.2
C[C@H]1CN([C@@H](C)CO)C(=O)c2cc(NC(=O)Nc3ccc(F)cc3)ccc2O[C@@H]1CN(C)C,0.4,26.2*,-5.8,-5.7,-6.2,-97.4,-4.0,-1.5
CCc1nnc(NC(=O)[C@@H](NS(=O)(=O)c2ccc3c(c2)OCCO3)C(C)C)s1,-0.1,-0.8,1.8,nt,-10.7,-56.6,-1.5,-0.3
COc1ccc([C@H]2C[C@@H](O)[C@H](n3cc(-c4ccc(F)cc4)nn3)CN2C(=O)C2CCCCC2)cc1,0.1,18.4,nt,-40.2,15.0,6.9,4.2,1.0
COc1ccc(-c2noc(CCC(=O)N3CCN(c4ccccc4C(F)(F)F)CC3)n2)cc1,0.0,-12.7,0.9,-2.3,13.3,-2.4,-6.4,2.1
Cc1cc(NC(=O)CSc2nc3c(C)cccc3cc2C#N)no1,0.2,10.5,nt,4.3,8.4,nt,-2.6,1.0
CC(C)C[C@@H](CN1CCC[C@@H]1CN1C(=O)C(=O)NC[C@@H]1Cc1ccccc1)N1C[C@H](Cc2ccccc2)N(CC2CCCCCC2)C(=O)C1=O,0.2,6.5,-1.1,nt,-0.6,19.8,1.4,-1.3
CCOc1ccc2nc(N(CCCN(C)C)C(=O)c3ccc(S(=O)(=O)N4CCCC4)cc3)sc2c1,0.2,0.5,-1.3,-1.9,-20.7,9.6,-1.8,2.4
CCOC(=O)c1c(C)[nH]c(C(=O)COC(=O)CNC(=O)c2ccc(Br)cc2)c1C,0.4,-1.4,1.2,25.9,-30.3,-8.5,-4.0,nt
Cc1ccc(S(=O)(=O)N(C)C[C@H]2OCCCC[C@H](C)Oc3ccc(NC(=O)Cc4ccccc4)cc3C(=O)N([C@H](C)CO)C[C@H]2C)cc1,0.3,nt,-3.5,-8.4,0.4,13.1,2.2,-1.3
CC1CCc2c(sc3nc(CSc4ncn[nH]4)[nH]c(=O)c23)C1 (stereo not drawn),0.0,nt,-19.7,-12.3,-47.8,nt,nt,nt
CC(C)Nc1nnc(SC(C)C(=O)Nc2ccc(N3CCOCC3)cc2)s1 (stereo not drawn),0.2,-0.3,1.8,-2.0,-15.8,-8.1,-3.4,-3.1
COc1ccc(S(=O)(=O)N(C)C[C@@H]2OCCCC[C@H](C)Oc3ccc(NC(=O)NC(C)C)cc3C(=O)N([C@@H](C)CO)C[C@@H]2C)cc1,-0.3,3.7,-3.3,-2.1,-13.3,-3.6,0.2,-2.9
Cc1ccc(-c2nnc3ccc(SC(C)C(=O)O)nn23)cc1 (stereo not drawn),0.0,-2.5,-3.8,4.8,4.9,3.7,1.1,-0.9
CNC(=O)CSc1nnc(SCCC(=O)O)s1,0.4,nt,-4.2,26.6,-4.7,nt,nt,nt
CC(NC(=O)C(C)N1C(=O)C2C3CC(C(Br)C3Br)C2C1=O)c1ccccc1 (stereo not drawn),0.0,-4.6,0.0,nt,12.8,-6.5,-0.6,-1.2
Cc1ccc(Oc2cnn(-c3ccccc3)c(=O)c2Br)cc1,0.1,-6.5,-4.2,-6.8,3.8,-21.7,-0.3,3.8
CCNC(=O)[C@H]1[C@H](CO)[C@H]2Cn3c(ccc(C4=CCCC4)c3=O)[C@@H]1N2S(=O)(=O)c1cn(C)cn1,0.9,-11.6,nt,12.0,-24.5,-9.4,3.5,-0.8
C[C@H]1CN([C@@H](C)CO)C(=O)c2cccc(NC(=O)Nc3ccccc3)c2O[C@H]1CN(C)Cc1ccccc1,0.1,-5.2,-13.0,16.3,-13.0,-18.3,1.7,1.3
CC(C)(C)c1ccc(C(=O)NC2CCS(=O)(=O)C2)cc1 (stereo not drawn),0.0,6.7,-1.6,6.9,-4.8,-13.3,1.2,-0.5
COc1cccc(C(=O)CN2CCC(NC(=O)NC3CCCCC3)CC2)c1,nt,nt,11.5,0.6,8.1,nt,20.2,nt
O=C(CNC(c1ccccc1)c1ccccc1)NCc1ccccc1Cl,0.0,-2.9,-7.2,-3.2,13.4,18.7,-3.0,2.5
O=C(Nc1ccc(O)c2c(=O)cc(-c3ccccc3Cl)oc12)c1ccccc1Cl,-0.1,-2.4,-0.6,7.3,-6.1,1.4,-1.1,0.7

# In the list so far, these contain a thiophene ring, fused or not:
SMILES,XiGFP reactiv,DENV2 CPE,ARNT TACC3 PPI,INS-1E GSIS act,PAX8 reporter,EWS-Fli inh,ERp5 block,F508del corr
CC(C)(C)c1ccc(C(=O)Nc2ccc(F)cc2)s1,0.0,14.2,-2.2,nt,-100.2,-111.0,2.8,-0.2
CCn1c(=O)c2cc(C(=O)Nc3cccc(C(C)=O)c3)sc2c2ccccc21,0.1,1.4,1.0,-1.3,15.0,21.3,2.4,-3.6
CC1CCc2c(sc3nc(CSc4ncn[nH]4)[nH]c(=O)c23)C1 (stereo not drawn),0.0,nt,-19.7,-12.3,-47.8,nt,nt,nt

# Other entries follow:
SMILES,XiGFP reactiv,DENV2 CPE,ARNT TACC3 PPI,INS-1E GSIS act,PAX8 reporter,EWS-Fli inh,ERp5 block,F508del corr
CC1CN(S(=O)(=O)c2ccc(C(=O)Nc3nnc(-c4ccccn4)o3)cc2)CC(C)O1 (stereo not drawn),0.1,-1.0,nt,13.5,-40.9,-4.6,1.6,nt
CC(=O)c1ccc(S(=O)(=O)N(CC(=O)NC2CC2)Cc2ccc(F)cc2)cc1,0.2,4.3,7.6,9.4,nt,-16.3,-0.1,-2.4
Cc1nn(C)c(C)c1S(=O)(=O)N1CCC(CO)(Cc2ccc(Cl)cc2)CC1,0.1,-2.9,-2.3,-4.7,-3.9,-4.1,3.0,2.1
CCOc1cc(N2CCOCC2)c(OCC)cc1NC(=O)c1ccc(NC(C)=O)cc1,0.0,-1.1,-1.7,0.0,8.2,-2.2,0.1,0.4
COc1ccc(C2NC(=O)NC(C)=C2C(=O)OCc2ccccc2)cc1 (stereo not drawn),0.0,0.4,-0.7,-12.6,15.0,9.4,3.1,-1.8
CC(=O)N[C@H]1C[C@@H]2O[C@@H](CO)CC[C@@H]2O[C@@H]1CCc1ccc(C#CC2(O)CCCC2)cc1,nt,17.4,nt,nt,nt,9.1,-9.0,2.8
CCC(=O)NC(=S)Nc1ccc(S(=O)(=O)NC(C)C)cc1,nt,4.8,3.6,-8.0,nt,-15.0,-0.5,-0.4
O=C(C[C@H]1C=C[C@@H](NC(=O)Nc2cccc(F)c2)[C@H](CO)O1)NCC1CC1,-0.3,17.8,7.0,5.1,-5.2,-4.6,0.2,0.6

# Bioassay records from PubChem.
